Assay outcomes deposited in PubChem by National Center for Advancing Translational Sciences (NCATS).
RGS4 inhibitor: Inhibitors of Regulator of G Protein Signaling (RGS) 4: qHTS | Regulator of G-protein signaling 4 (Homo sapiens), P49798 | Transcreener GDP fluorescence polarization, RGS4-accelerated GTP hydrolysis | Potency, µM (top dose mostly 114 µM), for the others: at the highest dose activity change, negative = inhibition, hits mostly inhibitors | actives 0.039% (n = 390,000); note: potency is the fitted concentration of half-maximal effect; % is set by controls: 0 for no effect and ±100 for the full control effect; nearly all actives have a fitted effect of over 75% in size; some results filed as inactive show a strong effect at the top dose
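MLSMR compounds (23 nl, pin-transferred) preincubated 10 min at room temperature with a 500nM (2x) first reagent, then RGS4 at 900nM (2x) plus Transcreener GDP mix added; fluorescence polarization (620/688 nm) read before and after 90 min at 30 °C.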
ALOX12 inh: Primary qHTS assay for inhibitors of human arachidonate 12S-lipoxygenase (ALOX12): Round 2. Polyunsaturated fatty acid lipoxygenase ALOX12 (Homo sapiens), P18054. actives 1.1% (n = 580,000). AID 1671190, 2021. purified 12hLO, xylenol orange hydroperoxide absorbance. Potency, µM (titrated, usually from 108 µM), without a hit: top-dose activity change, negative = inhibition, hits mostly inhibitors; note: potency is the fitted concentration of half-maximal effect; % is set by controls: 0 for no effect and ±100 for the full control effect
Target sequence (P18054 whole entry, looked up): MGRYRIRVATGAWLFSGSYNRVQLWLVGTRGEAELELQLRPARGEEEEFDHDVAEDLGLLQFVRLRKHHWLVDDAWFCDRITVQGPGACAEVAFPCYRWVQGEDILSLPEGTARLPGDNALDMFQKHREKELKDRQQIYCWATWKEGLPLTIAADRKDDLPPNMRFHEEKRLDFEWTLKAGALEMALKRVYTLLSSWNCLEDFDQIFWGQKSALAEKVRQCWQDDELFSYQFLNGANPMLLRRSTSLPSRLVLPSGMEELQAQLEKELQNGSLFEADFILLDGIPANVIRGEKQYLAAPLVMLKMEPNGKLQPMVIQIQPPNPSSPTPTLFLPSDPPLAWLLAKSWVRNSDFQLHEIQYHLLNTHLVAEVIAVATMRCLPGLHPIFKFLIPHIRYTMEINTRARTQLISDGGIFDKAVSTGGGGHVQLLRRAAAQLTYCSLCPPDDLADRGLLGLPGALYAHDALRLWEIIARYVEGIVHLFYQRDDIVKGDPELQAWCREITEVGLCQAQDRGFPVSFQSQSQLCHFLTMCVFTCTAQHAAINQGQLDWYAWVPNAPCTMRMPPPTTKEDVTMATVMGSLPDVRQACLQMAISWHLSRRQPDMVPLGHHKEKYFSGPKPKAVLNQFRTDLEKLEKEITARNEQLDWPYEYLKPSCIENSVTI
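Hydroperoxide product was detected by ferrous iron/xylenol orange as the 573 to 405 nm absorbance ratio. Arachidonic acid at 40 uM (final) was turned over for 30 min at room temperature by 150 nM human 12hLO, pH 7.0 Hepes buffer, after 15 min compound preincubation.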
LDHA inh: qHTS assay for inhibitors of human lactate dehydrogenase. L-lactate dehydrogenase A chain (Homo sapiens), P00338. purified LDHA, NADH/diaphorase-resazurin fluorescence; stronger effect = lower value. activity change, % (values are at about 110 or 230 µM). actives 0.15% (n = 480,000). AID 1347041, 2019; in the data active = activity change below about -30%; inconclusive = mostly about -25% to -30%;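 note: plate controls were DMSO wells for no effect and wells without enzyme for full effect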
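Enzyme activity of human lactate dehydrogenase 5 (2 nM; 0.06 mM NADH, 0.2 mM pyruvate, 5 min, RT) is measured via a resazurin/diaphorase fluorescence readout of residual NADH.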
Vif-A3F inh: qHTS for Inhibitors of Vif-A3F Interactions: qHTS | actives 0.2% (n = 390,000) | Potency, µM (doses to about 46.1 µM), without a hit: top-dose activity, negative = active | HeLa A3F-eYFP + Vif (tagged APOBEC3F with the HIV-1 protein that degrades it), YFP fluorescence increase; note: potency is the fitted concentration of half-maximal effect; % of control where 0% means no effect; nearly all actives have a fitted effect of over 65% in size
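Fluorescence increase (Ex 488/Em 500-530) after overnight compound treatment at 37 deg C flags inhibition of Vif-driven A3F-eYFP loss in stable HeLa A3F-eYFP/Vif cells seeded overnight beforehand.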
GRP78 ERSR act: qHTS for Inducers of the Endoplasmic Reticulum Stress Response (ERSR) in Human Glioma: qHTS; Potency, µM, for inactives: at the highest dose activation, usual class: activators; AID 602332, 2012; U87-MG GRP78 promoter luciferase reporter, 16 h; actives 0.02% (n = 420,000); note: potency is the fitted concentration of half-maximal effect; series mostly up to about 76 µM; % of control where 0% means no effect; nearly all actives have a fitted effect of over 35% in size
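Stably transfected U87-MG glioma cells carrying a GRP78-based luciferase sensor; 16 h compound incubation. Luminescence end-point read 10 min after Bright-Glo addition at room temperature.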
Vif-APOBEC3G blk: qHTS for Inhibitors of Vif-A3G Interactions: qHTS. HeLa A3G-eYFP + Vif (tagged APOBEC3G with the HIV-1 protein that degrades it), YFP fluorescence, overnight. Potency, µM (titrated, usually from 46.1 µM), inactives show at the highest dose activity, negative = active, most hits filed as inhibitors. actives 0.076% (n = 410,000). AID 602310, 2012;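 note: potency is the fitted concentration of half-maximal effect; % is set by controls: 0 for no effect and ±100 for the full control effect; nearly all actives have a fitted effect of over 60% in size; hits raise eYFP signal because A3G escapes Vif-driven loss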
Target sequence (Q9HC16 whole entry, looked up): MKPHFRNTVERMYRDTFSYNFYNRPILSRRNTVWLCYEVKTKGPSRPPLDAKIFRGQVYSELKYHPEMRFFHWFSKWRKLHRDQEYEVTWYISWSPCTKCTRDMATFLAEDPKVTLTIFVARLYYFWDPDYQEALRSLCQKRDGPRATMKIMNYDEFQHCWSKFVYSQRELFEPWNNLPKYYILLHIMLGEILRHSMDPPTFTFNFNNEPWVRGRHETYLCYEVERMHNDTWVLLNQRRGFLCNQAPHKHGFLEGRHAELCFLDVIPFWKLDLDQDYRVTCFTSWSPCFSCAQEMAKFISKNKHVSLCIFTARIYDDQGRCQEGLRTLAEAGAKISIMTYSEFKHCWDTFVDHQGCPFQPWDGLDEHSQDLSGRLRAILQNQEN
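HeLa cells stably expressing Vif and C-terminally eYFP-tagged A3G, seeded overnight at 37 deg C, then exposed to compound by pintool overnight at 37 deg C. Rise in yellow fluorescence (Ex 488/Em 500-530, Acumen) marks blocked Vif-driven A3G degradation.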
D2 agonist: HTS Assay for Allosteric Agonists of the Human D2 Dopamine Receptor: Primary Screen for Agonists; AID 485358, 2010; D(2) dopamine receptor (Homo sapiens), P14416; HEK293 T-REx D2 cells, calcium flux agonist mode; actives 0.53% (n = 340,000); activation, % at 2 µM;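 active = activation over 3 SD above normal in the single-dose calcium agonist read, cut at about 30% in these data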; note: 0% is about no effect
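Tetracycline-induced HEK293 T-REx cells with force-coupled D2 receptor, plated overnight at 30 C, loaded with no-wash calcium dye. After a 10 s baseline, compound was pin-added and calcium flux read kinetically for 180 s; calcium rises flagged agonists.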
D2 antagonist: HTS Assay for Allosteric Antagonists of the Human D2 Dopamine Receptor: Primary Screen for Antagonists. D(2) dopamine receptor (Homo sapiens), P14416. HEK293 TREx D2 cells, calcium flux, dopamine EC80. inhibition, % at 10 µM. actives 2% (n = 340,000); in the data active = inhibition above about 30%; note: 0% is about no effect
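Tetracycline-induced HEK293 T-REx cells expressing D2 force-coupled to calcium signalling were dye-loaded, exposed to compound for 180 s, then challenged with an EC80 of dopamine; calcium flux was followed kinetically for a further 180 s.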
ERG-DNA inh: qHTS for Small Molecule Inhibitors of the ERG Ets/DNA interaction | actives 0.028% (n = 370,000) | Potency, µM (series often up to 76.9 µM), for the others: at the highest dose FP activity, negative = inhibition, actives largely listed as inhibitors | AID 624246, 2012 | fluorescence polarization, His-ERG Ets domain / labelled DNA; active = well fitted inhibition curve with a large enough effect in the polarisation, with a control signal flat; inconclusive = small, poorly fitted or top-dose-only effect, or effect the other way, or a change in a side signal; inactive = no such curve, though single readings can be large or run the other way; the % refers to the polarisation;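 note: polarization taken with two DNA probes labelled with fluorescein and Texas red; potency is the fitted concentration of half-maximal effect; % of control where 0% means no effect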
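His-tagged ERG Ets domain (1 uM in the protein solution; 300mM KCl, 50mM Tris-HCl, 1mM EDTA, 1mM DTT, pH 7.5) received compound, then a probe mix of 5 nM fluorescein-DNA and 100nM Texas-615-DNA. Fluorescence polarization was read for both dyes.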
* hit, by the source's call; ? = inconclusive; / = no result given; [ ] = another dose, or the depositor's remark. Unless noted, calls come from the whole dose curve; as a rule, active = well fitted curve in the direction sought with a large enough effect; inconclusive = small, poorly fitted or top-dose-only effect, or another doubt; inactive = no such curve, though single readings can be large; an effect the other way counts as inactive or inconclusive.

SMILES	RGS4 inhibitor	ALOX12 inh	LDHA inh	Vif-A3F inh	GRP78 ERSR act	Vif-APOBEC3G blk	D2 agonist	D2 antagonist	ERG-DNA inh
O=C(Nc1ccccc1)C1CCN(S(=O)(=O)c2ccc3[nH]c4c(c3c2)CCCCC4)CC1	-7.1%	-15.3%	-15.4	-1.1%	-3.1%	5.7%	0.4	/	-1.5%
CCOc1ccc(NC(=O)Cn2ccn3nc(-c4ccc(OC)c(OC)c4)cc3c2=O)cc1	-8.1%	?	-4.7	/	/	/	0.5	/	2.4%
Cc1ccc(-n2ncc3c(N(CC(C)C)CC(C)C)ncnc32)c(C)c1	7.9%	-13.9%	-4.2	1.3%	2.5%	2.6%	1.5	/	0.2%
Cc1nc2c(-c3ccccc3)c(C)nn2c(C)c1CCC(=O)NCc1ccc(F)cc1	0.0%	-24.9%	-1.7	-8.2%	-2.2%	-0.1%	/	/	-0.8%
CCCN(CCC)C(=O)CSc1nc2ccccc2c(=O)n1CC1COc2ccccc2O1 (stereo not given)	3.3%	-17.4%	5.1	?	-3.5%	-0.2%	-0.1	1.0	-0.4%
CC1=C(C(=O)OC2CCCC2)C(c2coc3ccc(C)cc3c2=O)C2=C(CCCC2=O)N1 (stereo not given)	-10.1%[56.9 µM]	?	-3.9	-1.3%	-1.2%	-0.8%	0.3	-1.8	2.1%
COC(=O)CSc1nc2ccc(C)cc2cc1C#N	5.5%	-11.8%	0.3	-14.4%	5.7%	?	1.2	1.7	4.9%
O=C(N/N=C/c1cccc([N+](=O)[O-])c1)C1CC1c1ccccc1 (stereo not given)	5.0%	-18.3%	-10.4	-10.8%	-0.8%	1.2%	0.5	17.2	4.9%
CCOc1ccccc1-n1c(C)cc(C=O)c1C	3.3%	6.1%	-1.7	9.5%	5.0%	-0.1%	0.0	26.3	-5.5%
O=c1[nH]nnc2sc3c(c12)CCCC3	-12.8%	8.5%	0.3	-12.8%	-3.1%	1.7%	0.1	-0.4	8.6%
COc1cccc(CC(=O)NNC(=O)c2c(-c3ccccc3)noc2C)c1	-8.9%	0.0%	-2.4	-3.4%	-6.3%	1.3%	-1.5	-15.6	-0.8%
Cc1ccccc1CCN(C(=O)CN1C(=O)c2ccccc2S1(=O)=O)C(C(=O)NCC1CCCO1)c1ccncc1 (stereo not given)	-16.9%	-10.7%	-4.9	4.7%	-0.3%	-0.6%	0.2	-3.0	-1.7%
COCCN1CCN(Cc2cn(C)nc2-c2ccc(Oc3ccccc3)cc2)CC1	-7.5%[56.9 µM]	-23.5%	1.5	4.1%	-2.9%	6.1%	0.9	-23.0	-6.0%
CC(=O)Nc1ccc2c(c1)CCCC2=O	-25.2%	0.0%	6.2	1.3%	4.6%	0.3%	/	/	0.7%
CCOc1ccc2nc(SCC(=O)Nc3nonc3C)[nH]c2c1	24.0%	-24.1%	-3.7	1.2%	-0.3%	0.7%	-0.1	7.3	-14.2%
COc1ccccc1C(=O)Nc1ccc(C(=O)/C=C/c2cccs2)cc1	-45.3%	-17.9%	0.1	-5.7%	0.1%	-24.9%	0.1	-18.0	6.7%
Cc1ccc(OCC(=O)Nc2ccc(S(=O)(=O)Nc3cc(C)nc(C)n3)cc2)c(Br)c1	-27.8%	?	3.4	-1.1%	-2.2%	0.3%	-0.1	/	-2.7%
O=C(COC(=O)c1ccc([N+](=O)[O-])s1)Nc1ccccc1	1.5%	-26.6%	3.9	5.8%	-3.2%	2.6%	-0.5	8.4	-3.7%
COc1cc(C(=O)N/N=C(\Cc2ncc[nH]2)c2ccccc2)cc(OC)c1OC	18.0%	6.5%	-6.0	-18.1%	-4.9%	-17.6%	0.5	10.5	0.8%
COCCn1c(C)cc(C(=O)COC(=O)c2cccc(O)c2)c1C	26.2%	6.7%	-9.5	6.8%	-13.8%	-1.2%	-0.4	-0.5	7.7%

Laid out differently: two of the compounds above.
Structure,RGS4 inhibitor,ALOX12 inh,LDHA inh,Vif-A3F inh,GRP78 ERSR act,Vif-APOBEC3G blk,D2 agonist,D2 antagonist,ERG-DNA inh
Cc1ccc(OCC(=O)Nc2ccc(S(=O)(=O)Nc3cc(C)nc(C)n3)cc2)c(Br)c1,-27.8%,?,3.4,-1.1%,-2.2%,0.3%,-0.1,/,-2.7%
O=C(COC(=O)c1ccc([N+](=O)[O-])s1)Nc1ccccc1,1.5%,-26.6%,3.9,5.8%,-3.2%,2.6%,-0.5,8.4,-3.7%

Additional compounds.
SMILES	RGS4 inhibitor	ALOX12 inh	LDHA inh	Vif-A3F inh	GRP78 ERSR act	Vif-APOBEC3G blk	D2 agonist	D2 antagonist	ERG-DNA inh
CCOC(=O)c1c(C)n(-c2ccc(OC)cc2)c2c(C/C(C)=N/O)c(Br)c(OC)c(O)c12	25.6%	?	-5.6	-7.5%	-0.3%	0.3%	-0.4	3.5	-0.7%
COc1cc(NC(=O)CNC(c2ccccc2)c2ccccc2)cc(OC)c1OC	-15.2%	0.0%	-2.5	13.0%	-3.8%	0.4%	-0.1	9.0	-9.6%
CCN1C(=O)C(=O)N(CC(=O)N2CCN(c3ccccc3)CC2)C1=O	-17.8%	?	-4.9	9.2%	-3.9%	1.0%	-0.3	3.3	6.8%
COc1ccccc1NC(=O)Nc1cccc(NC(C)=O)c1	13.1%	5.0%	-8.2	?	-0.4%	-1.0%	0.5	-0.8	-3.2%
C#CCCCCCCCCC(=O)NCCCC	-42.2%	-10.3%	2.8	6.1%	0.2%	-3.9%	0.4	-6.4	3.4%
CCCn1c(C)cc(/C=C(\C#N)C(=O)OCC(=O)N(CC)c2c(N)n(Cc3ccccc3)c(=O)[nH]c2=O)c1C	21.2%	-7.6%	-10.7	0.5%	2.2%	0.1%	/	/	4.8%[15.4 µM]
Cc1nc(NC(=O)C2CC3CCCC(C2)C3=O)sc1C (stereo not given)	-16.1%	87.7%[activator]	1.4	0.1%	-1.9%	0.3%	1.2	-15.4	-1.5%
CN(C)c1ccc(NC(=O)Nc2cccc(Cl)c2)cc1	-29.3%	-10.4%	15.7	-1.4%	4.8%	-0.1%	3.5	-4.8	1.6%
COc1ccc(OC)c(C(=O)c2ccc(C(=O)c3cc(OC)ccc3OC)cc2)c1	-8.5%	7.2%	-5.2	-0.1%	-4.4%	-5.2%	0.3	1.8	/
COCCNC(=O)Cn1nc(Cc2ccncc2)c2ccccc2c1=O	-7.3%[56.9 µM]	11.3%	-1.7	?	-3.4%	3.7%	0.4	-12.6	1.7%
COc1ccc(S(=O)(=O)Nc2nc3ccccc3nc2NCc2ccc3c(c2)OCO3)cc1	-2.3%	-0.1%	-5.0	1.9%	-4.4%	-5.1%	-0.5	9.9	-4.7%
CC(Oc1ccc(Cl)cc1Cl)/C(N)=N/O (stereo not given)	-4.3%	118.0%[activator]	-3.0	9.0%	-0.1%	3.1%	0.1	-4.0	3.5%
CSCCC(NC(=O)c1ccccc1)C(=O)OCC(=O)NCc1ccco1 (stereo not given)	3.4%	-10.7%	-1.0	4.5%	-0.9%	-5.0%	/	/	-0.7%
Cc1cccc(C)c1NC(=O)C1(N2CCN(C(=O)c3ccco3)CC2)CCCCC1	-9.1%	-6.3%	-4.4	-0.3%	-1.3%	-0.2%	-1.1	0.9	10.1%
Cc1cc(Nc2n[nH]c(N)c2C#N)ccc1F	-19.8%	-8.7%	-1.6	1.8%	1.8%	-5.1%	0.1	6.6	12.0%
COc1ccc(CC(=O)NC(=S)Nc2ccc(S(N)(=O)=O)cc2)cc1	-3.0%	-10.6%	-13.3	5.8%	-1.0%	-1.3%	15.0	-27.7	/
Nc1ccc2c(c1)C(=O)c1cc([N+](=O)[O-])ccc1-2	24.5%	-3.2%	-8.2	-2.2%	-3.2%	-0.4%	/	/	4.5%
NC(=O)c1nc(C2CCCCC2)nc2c1[nH]c(=O)n2-c1ccc(F)cc1	0.9%	2.9%[57.4 µM]	-1.7	1.1%	-3.6%	-0.3%	-1.6	-2.3	5.1%
COc1ccccc1OCCCn1c(=O)oc2ccc(C)cc21	-6.9%	0.0%	-2.4	4.6%	-2.0%	0.7%	0.5	-7.2	-5.7%
CCN(CC(=O)Nc1ccc(C)c(S(=O)(=O)N(C)C)c1)Cc1ccccc1	13.0%	?	-10.9	1.2%	0.7%	0.6%	0.5	11.3	-6.3%
O=C(NCCN1CCN(c2ccc([N+](=O)[O-])cc2)CC1)NCc1ccccc1	3.5%	-8.9%	-13.6	-6.7%	-3.8%	4.6%	/	/	14.8%
CCC(=O)Nc1ccc(C(=O)COC(=O)c2nc3nccc(C)n3n2)cc1	-31.9%	53.6%[activator]	-3.5	-4.8%	-2.8%	-4.6%	-0.1	-11.4	-3.6%
COC(=O)c1cccc2c1C(=O)c1cc([N+](=O)[O-])ccc1-2	/	?	-6.4	-4.4%	-2.7%	1.5%	/	/	/

These rows are one share of the data. The share of hits here may be higher or lower than overall.
